GALK inh: inhibitors of human galactokinase; Potency, µM (series often up to 57.5 µM), without a hit: at the highest dose activity change, negative = inhibition, most hits filed as inhibitors; P51570; Purified GALK, Kinase-Glo residual ATP luminescence; 0.007% of 270,000 active; note: potency is the fitted concentration of half-maximal effect; % is set by controls: 0 for no effect and ±100 for the full control effect
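Kinase-Glo Plus luminescence measured ATP left after a 1 h room-temperature reaction. The reaction used 5 nM GALK, 100 uM galactose and 35 uM ATP at pH 8.0 (20 mM HEPES, 5 mM MgCl2, 60 mM NaCl, 1 mM DTT, 0.01% BSA).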
B2AR arrestin: recruits beta-arrestin to the human beta2-adrenergic receptor; P07550; beta-arrestin recruitment to beta2AR, cell-based reporter; Potency, µM (titrated, usually from 46.1 µM), inactives show at the highest dose activation, hits mostly activators; 0.02% of 330,000 active;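 note: potency is the fitted concentration of half-maximal effect; 0% = DMSO controls and full agonism = EC100 isoproterenol or metaproterenol; nearly all actives have a fitted effect of over 65% in size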
PTAP TSG101 blk: blocks PTAP/TSG101 interaction to inhibit HIV-1 budding. Fluorescence polarization, FITC-PTAP peptide / Tsg101 binding. 340,000 tested, under 10 active. Potency, µM (doses to about 115 µM), without a hit: at the top dose activity change, negative = inhibition, actives largely listed as inhibitors; active = well fitted inhibition curve with a large enough effect in the main read-out, with a control signal flat, not every such curve was filed as active; inconclusive = small, poorly fitted or top-dose-only effect, or effect the other way, or a change in a side signal; inactive = no such curve, though single readings can be large or run the other way; note: potency is the fitted concentration of half-maximal effect; % of control where 0% means no effect
Target sequence (Q99816 whole entry, looked up): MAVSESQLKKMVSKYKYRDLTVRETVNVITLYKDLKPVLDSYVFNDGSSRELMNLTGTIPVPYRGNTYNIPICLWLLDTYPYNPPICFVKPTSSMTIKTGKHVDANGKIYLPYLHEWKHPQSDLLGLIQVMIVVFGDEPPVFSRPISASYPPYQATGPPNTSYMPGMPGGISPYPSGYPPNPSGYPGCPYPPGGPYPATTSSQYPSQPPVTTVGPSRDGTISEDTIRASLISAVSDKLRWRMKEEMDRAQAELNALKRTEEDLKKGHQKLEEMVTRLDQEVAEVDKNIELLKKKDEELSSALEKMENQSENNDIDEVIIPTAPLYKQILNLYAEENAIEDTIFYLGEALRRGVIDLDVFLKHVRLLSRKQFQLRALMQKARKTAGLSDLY
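Steps: Tsg101 binding domain dispensed (10 uM final), compounds pinned in DMSO, FITC-labeled PTAP-motif peptide added (50 nM final); after 20 min binding at room temperature, polarization measured.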
FBPA coupling cs: inhibits coupling enzyme system, counter-screen for aldolase hits; coupling enzyme system counterscreen, AmpLite Red fluorescence; activity change, negative = inhibition, % at 58.2 µM, hits read low; 0.67% of 290,000 active; AID 2472; in the data active = activity change below about -30%; note: % is set by controls: 0 for no effect and ±100 for the full control effect
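Counterscreen lacking aldolase: glyceraldehyde-3-phosphate coupling-enzyme reagent preincubated 10 min at RT with compound (at 57.5 uM final), then substrate/coupling system with AmpLite Red added; fluorescence read at 525/598 nm after 20 min RT.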
Giardia killer: Giardia lamblia killing; Giardia lamblia trophozoite viability; activity change, % at 7.66 µM, hits read low; 0.15% of 340,000 active; in the data active = activity change below about -80%; inconclusive = between about -30% and that limit;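 note: parasites exposed to compound for two days anaerobically before the ATP read; % is set by controls: 0 for no effect and ±100 for the full control effect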
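Anaerobic 48 hrs incubation at 37 deg C of 100 trophozoites/well with test compounds; ATPLite 1-Step luminescence, 15-30 min RT, reports cellular ATP as viability.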
a7 integrin act: activators of alpha7 integrin expression for muscular dystrophy. alpha7betagal myoblasts, beta-gal FDG fluorescence, 48 h. Potency, µM (top dose mostly 38.3 µM), for the others: top-dose activation, hits mostly activators. 0.064% of 350,000 active. AID 624291;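 note: potency is the fitted concentration of half-maximal effect; 100% = response of the positive control SU9516; nearly all actives have a fitted effect of over 60% in size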
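alpha7betagal+/- myoblasts (passage 13, 250/well) treated 48 h at 37C with compounds at 1:260 dilution of DMSO stock. Lysed, then beta-galactosidase activity read as FDG fluorescence (ex 480/em 540) after 30 min, with pre-read for autofluorescence.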
BCR signal inh: inhibitors of chronic active B-cell receptor signaling; ABC-DLBCL IkBa-CBG/CBR reporter, luminescence ratio, 4 h; Potency, µM (highest dose often 46.1 µM), for inactives: top-dose ratio change, negative = lower green/red ratio, usual class: inhibitors; 0.05% of 340,000 active; active = well fitted inhibition curve with a large enough effect in the signal ratio, with a control signal flat, not every such curve was filed as active; inconclusive = small, poorly fitted or top-dose-only effect, or effect the other way, or a change in a side signal; the % refers to the signal ratio;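 note: potency is the fitted concentration of half-maximal effect; plate controls were basal doxycycline-induced cells for no effect and cells given 10 µM MG132 for full effect; MG132 reads +100%, hits lower the ratio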
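TMD8 ABC-DLBCL cells carrying doxycycline-inducible green luciferase fused to IkappaBalpha plus unfused red luciferase were exposed to compounds (up to 46 uM) for 4 hrs at 37C. Activity came from the overlap-corrected green/red luminescence ratio.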
PKM2 act: increases activity of human pyruvate kinase M2. P14618. purified PKM2, Kinase-Glo ATP luminescence, activation; response scale: 0% is enzyme alone, no compound. Potency, µM (titrated, usually from 57.5 µM), for the others: at the top dose activation, usual class: activators. 0.34% of 260,000 active. AID 1631; note: potency is the fitted concentration of half-maximal effect; % is set by controls: 0 for no effect and ±100 for the full control effect; nearly all actives have a fitted effect of over 55% in size
Target sequence (P14618 whole entry, looked up): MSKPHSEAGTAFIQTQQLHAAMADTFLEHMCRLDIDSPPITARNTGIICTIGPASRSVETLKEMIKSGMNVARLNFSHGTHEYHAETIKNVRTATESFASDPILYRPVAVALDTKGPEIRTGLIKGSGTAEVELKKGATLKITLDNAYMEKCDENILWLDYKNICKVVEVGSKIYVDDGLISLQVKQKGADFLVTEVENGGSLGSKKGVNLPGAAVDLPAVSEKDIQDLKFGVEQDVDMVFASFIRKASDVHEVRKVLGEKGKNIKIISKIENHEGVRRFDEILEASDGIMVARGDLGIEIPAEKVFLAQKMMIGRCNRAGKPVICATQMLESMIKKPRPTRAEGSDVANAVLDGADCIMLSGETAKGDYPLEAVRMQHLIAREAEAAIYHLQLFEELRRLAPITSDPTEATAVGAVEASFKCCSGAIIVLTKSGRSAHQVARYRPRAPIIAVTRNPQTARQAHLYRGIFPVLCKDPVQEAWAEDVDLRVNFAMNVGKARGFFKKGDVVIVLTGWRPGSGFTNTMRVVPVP
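ATP formation by purified human PK-M2, quantified via coupled luciferase luminescence after 1 h at room temperature with 0.1 mM ADP and 0.5 mM PEP final.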
Tb PFK inh: T. brucei PFK enzyme inhibition | O15648 | Potency, µM (titrated, usually from 57.5 µM), inactives show top-dose activity, negative = inhibition, hits mostly inhibitors | AID 485367 | 0.17% of 330,000 active | T. brucei PFK, ADP-Glo luminescence;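 note: potency is the fitted concentration of half-maximal effect; 0% = uninhibited 1x PFK enzyme wells and -100% = no-enzyme wells; nearly all actives have a fitted effect of over 60% in size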
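ADP-Glo luminescence quantified ADP after 45 min at room temperature, with 1.25 nM T. brucei PFK, 0.1 mM ATP and 0.5 mM fructose-6-phosphate in pH 8.0 TEA buffer. qHTS titrations up to 57 µM; curves classified by quality.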
ASM inhibitor: blocks human secretory acid sphingomyelinase; 0.006% of 340,000 active; placental ASM, HMU-PC fluorogenic substrate, 60 min; P17405; Potency, µM (doses to about 57.5 µM), for the others: at the highest dose activity change, negative = inhibition, actives largely listed as inhibitors; note: potency is the fitted concentration of half-maximal effect
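Steps: dispense placental human ASM, pin compound, wait 10 min at room temperature, add HMU-PC0 substrate at 9 uM final, incubate 60 min at 37 °C, add stop solution raising pH to 10, read fluorescence.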
Menin MLL FP TR: displaces Texas Red mutant MLL peptide from human menin. O00255. Menin + Texas Red MLL mutant peptide, fluorescence polarization. Potency, µM (titrated, usually from 61.6 µM), inactives show at the highest dose FP activity change, negative = inhibition, usual class: inhibitors. 0.23% of 270,000 active; active = well fitted inhibition curve with a large enough effect in the polarisation, with a control signal flat, not every such curve was filed as active; inconclusive = small, poorly fitted or top-dose-only effect, or effect the other way, or a change in a side signal; inactive = no such curve, though single readings can be large or run the other way; the % refers to the polarisation; note: potency is the fitted concentration of half-maximal effect; % of control where 0% means no effect; many of its hits are not listed in these tables
* = called active by the depositor; ? = inconclusive; . = not tested or not shown; [ ] = dose if it differs, or a comment. Unless noted, calls come from the whole dose curve; as a rule, active = well fitted curve in the direction sought with a large enough effect; inconclusive = small, poorly fitted or top-dose-only effect, or another doubt; inactive = no such curve, though single readings can be large; an effect the other way counts as inactive or inconclusive.

SMILES	GALK inh	B2AR arrestin	PTAP TSG101 blk	FBPA coupling cs	Giardia killer	a7 integrin act	BCR signal inh	PKM2 act	Tb PFK inh	ASM inhibitor	Menin MLL FP TR
CCCCN(CC)C(=O)CSc1nc2ccccc2c(=O)n1CC1COc2ccccc2O1 (stereo not given)	-2%	0.0%	0%	-1	-9	10%	-14%	3%	1%	-17%	?
OCCSc1c(F)c(SCCO)c(SCCO)c(F)c1SCCO	-1%	-0.3%	-8%	3	-9	0%	-3%	0%	-1%	-2%	0%
O=C(CCC(=O)N1CCc2ccccc2C1)NCCc1ccc(Cl)cc1	0%	-0.2%	-7%	0	6	1%	?	1%	-4%	-3%	-1%
O=C(c1ccc2snnc2c1)N1CCCCC1	-4%	-0.4%	-6%	3	9	18%	11%	0%	5%	0%	1%
CC(=O)c1cn(N(C)c2ncc(C(F)(F)F)cc2Cl)c(=O)[nH]c1=O	11%	0.0%	0%	4	24	-29%	4%	-6%	-2%	1%	13%
COc1cccc(/C=C2\SC(=S)N(c3cccnc3)C2=O)c1OC	4%	-0.2%	-2%	3	30[activator]	-24%	9%	3%	-1%	-4%	4%
O=C(NCc1cccnc1)c1ccc(COc2ccccc2Br)o1	0%	0.2%	-4%	2	-6	7%	2%	9%	-1%	0%	-27%
NC(=O)CSc1nnnn1CC(CC(=O)O)c1ccccc1 (stereo not given)	-2%	-2.4%	-3%	0	-13	9%	0%	2%	1%	5%	-2%
Cc1oc(/N=C/c2cccc([N+](=O)[O-])c2)c(C#N)c1C	7%	-0.3%	0%	5	10	6%	1%	0%	1%	1%	?
CC1CC(C)CN(CCCNC(=O)C2CCCN(c3nnc(N4CCCC4=O)s3)C2)C1 (stereo not given)	-1%	0.2%	2%	1	-5	24%	0%	-6%	-3%	2%	0%
COC(=O)c1ccc(CN2CCN(C(C)C)C(CCO)C2)cc1 (stereo not given)	0%	0.0%	-4%	0	-30	-6%	-8%	-5%	3%	2%	?
Cc1nc(-c2ccc(NC(=O)c3ccccc3Br)cc2)cs1	1%	-0.6%	-1%	1	5	?	?	0%	-3%	1%	12%
Cc1ccc(/C(N)=N/OC(=O)c2ccc(Cl)cc2Cl)cc1	-4%	?	-1%	-2	-15	15%	?	-12%	2%	2%	10%
c1ccc(Cn2c3ccccc3c3nnc(SCCN4CCCCC4)nc32)cc1	-2%	0.4%	-2%	0	17	10%	5%	1%	-2%	-7%	.
COC(=O)[C@@H](NC(=O)c1ccc2c(c1)S(=O)(=O)c1ccccc1C2=O)C(C)C	5%	0.0%	-3%	0	9	-34%	-18%	1%	1%	-2%	0%
COc1ccc(C(=O)C[n+]2ccc3ccccc3c2C)cc1	0%	-0.4%	-2%	-6	3	-10%	?	-2%	0%	8%	.
O=C(CCN1C(=O)/C(=C/c2ccccc2Cl)SC1=S)NC1CCCC1	-3%	-1.1%	1%	-1	27	0%	-15%	12%	0%	2%	-12%
N#CCCn1cc(C=O)c(-c2cccs2)n1	-1%	-0.4%	-3%	1	-4	-33%[inhibitor]	-1%	3%	6%	-2%	24%
O=c1c2cc(Br)ccc2[nH]c(=S)n1Cc1ccccc1	.	-0.4%	-4%	4	3	-4%	?	.	-13%	-1%	?
O=C(O)C1C(c2ccccc2)C(C(=O)N2CCOCC2)C1c1ccccc1 (stereo not given)	9%	-0.8%	-3%	6	-11	19%	4%	3%	-3%	0%	-10%
CCc1ccc(OCC(=O)Nc2ccc(S(=O)(=O)N3CCOCC3)cc2)cc1	.	-1.2%	-5%	.	-5	3%	?	.	-5%	-12%	.
COc1ccccc1C(O)(C(=O)NNc1ccccc1C)c1ccccc1OC	1%	-0.9%	-8%	3	-7	-14%	1%	-6%	-5%	-3%	1%
O=C(Nc1cccc(F)c1)C1CCCN(S(=O)(=O)c2ccccc2)C1 (stereo not given)	-3%	-0.5%	0%	.	8	8%	9%	-14%	-2%	-6%	.
Cc1cc2c3c(c1)C(C)CC(C)(C)N3C(=O)C2=O (stereo not given)	2%	-0.7%	-1%	-2	-3	-6%	?	0%	-12%	1%	-19%
COC(=O)c1ccccc1NC(=O)CSc1nnc(-c2ccc(OC)cc2)n1C	0%	-0.6%	-6%	1	7	7%	7%	4%	12%	2%	-9%
COc1ccc(S(=O)(=O)Nc2ccccc2C(=O)NN2CCOCC2)cc1OC	.	0.3%	-1%	.	40[activator]	26%	2%	.	0%	-1%	.
CNC(=O)[C@H]1O[C@@H](n2cnc3c(NCc4cccc(I)c4)nc(Cl)nc32)[C@H](O)[C@@H]1O	.	-0.1%	1%	.	15	.	?	.	-14%	?	.
CN1CCN(c2nc3c(c(=O)n(C)c(=O)n3C)n2Cc2cccc3ccccc23)CC1	0%	2.4%	-2%	-7	19	-26%	?	2%	3%	0%	-11%
Cc1cccc(NC(=O)CN2C(=S)NC(C)(C)CC2C)c1 (stereo not given)	2%	-0.1%	-1%	0	7	14%	?	4%	1%	-4%	-1%
COC(=O)[C@@H](Cc1c[nH]c2ccccc12)NC(=O)c1ccc2c(c1)OCO2	0%	0.3%	-1%	-4	9	22%	-1%	.	16%	1%	24%
COc1ccc(/C=N/NC(=O)c2ccncc2)cc1CN1CCOCC1	0%	5.6%	-1%	0	8	-9%	-18%	-2%	3%	1%	.
Cc1nn(-c2ccccc2)c(Cl)c1/C=N/NC(=O)c1ccc(NS(=O)(=O)c2cccs2)cc1	0%	6.2%	.	7	.	.	?	5%	-4%	.	?
O=C(CN1CCN(c2ccc([N+](=O)[O-])cc2Cl)CC1)N1CCOCC1	3%	-0.4%	-9%	-4	-18	-13%	-11%	16%	0%	-4%	.
O=C1CSC(c2ccc(Cl)cc2Cl)N1c1ccccn1 (stereo not given)	-1%	-0.6%	0%	-4	9	7%	0%	0%	7%	21%	-9%
O=C(Nc1cc([N+](=O)[O-])ccc1O)NC1CCS(=O)(=O)C1 (stereo not given)	.	-1.4%	0%	.	-15	-44%[inhibitor]	0%	.	-27%	-3%	.
O=C(CS(=O)Cc1ccccc1Cl)Nc1ccccc1Cl (stereo not given)	0%	-0.4%	-1%	-3	-7	2%	-3%	-10%	1%	-1%	-23%
CCOC(=O)c1ccccc1NC(=O)CCNC(=O)Cn1cnc2ccccc2c1=O	-1%	-0.3%	-11%	3	-8	-26%	-22%	-3%	1%	0%	-4%
CCC(C)NC(=O)C(Sc1ccccc1)c1ccccc1 (stereo not given)	6%	-0.5%	0%	-1	-1	41%	3%	-14%	-3%	3%	-1%
N#Cc1nc(-c2ccco2)oc1NCc1ccccc1Cl	.	-1.0%	2%	-1	10	-25%	0%	-3%	-1%	-2%	.
CC(C)(C)C1=C[C@@H](CO)C[C@@H](CO)C1	0%	-0.2%	-5%	-1	17	16%	7%	2%	-3%	2%	28%
O=C(O)c1ccc(Cl)c(S(=O)(=O)NCc2cccnc2)c1	9%	-0.5%	-1%	6	-3	-24%	0%	.	3%	1%	-4%
O=C(CC1C(=O)CCCC1=O)c1ccccc1	7%	0.0%	-4%	2	-6	-10%	?	16%	0%	-2%	-1%
O=C(c1ccc(Cl)c(Cl)c1)c1cc(-c2ccccn2)c(N2CCOCC2)s1	-3%	0.2%	5%	-2	-2	-15%	?	6%	0%	-5%	.
Cc1cc(C)n(CC(O)Cn2c3ccc(Br)cc3c3cc(Br)ccc32)c(=O)n1 (stereo not given)	2%	-0.1%	-7%	-2	-4	-26%	?	-3%	3%	?	15%
Cc1ccnc(NC(=O)Cc2ccc(-c3ccccc3)cc2)c1	0%	-0.9%	4%	-2	-9	-44%	?	-8%	2%	-3%	?
CC(C)c1ccccc1N=C1SCCCN1C(=O)c1cccc(N2C(=O)CCC2=O)c1	.	0.0%	0%	.	6	15%	-8%	.	-5%	-2%	.
Cc1cc(NCCN2CCOCC2)n2ncc(-c3ccccc3)c2n1	6%	0.3%	0%	2	?	-32%	4%	-4%	0%	12%	-2%
CCn1nnnc1NCc1ccc(N2CCCC2)cc1	-2%	-0.3%	-1%	-22	-3	-19%	-7%	6%	4%	0%	-29%
COc1ccccc1-c1nnc(SCC(=O)NC2CCS(=O)(=O)C2)n1CCc1ccccc1 (stereo not given)	2%	-0.5%	-3%	2	4	-56%[inhibitor]	?	-1%	-2%	3%	3%
Cc1ccccc1CSc1nnc(-c2cnccn2)n1C	4%	0.0%	0%	3	6	0%	1%	-1%	0%	1%	.
C=CCc1cccc(Cl)c1OCCON1C(=O)CCC1=O	1%	-0.2%	-4%	2	-7	-16%	12%	4%	-3%	2%	-2%

Assay outcomes (PubChem)

The list is partial, so the mix of outcomes need not match the whole.
